# Screening results: PubChem, National Center for Advancing Translational Sciences (NCATS)
# HEK293 tox: cytotoxicity counter-screen for GLP-1 receptor inverse agonists; HEK293 cAMP-luciferase reporter cells, luminescence, 24 h; Potency, µM (doses to about 38.3 µM), for inactives: top-dose activity change, negative = inhibition, usual class: inhibitors; hit rate 0.13% among 410,000; AID 624418;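 further: loss of luciferase light is scored as toxicity; potency means the concentration at half of the fitted maximal effect; on the % scale 0 is the no-effect control and ±100 the full control effect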
#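 Compound-treated cells are incubated 24 hr at 37 deg C under 5% CO2 after a 12 hour attachment period, then luciferase detection reagent is added and luminescence is measured following 12 min at room temperature; lowered signal indicates toxicity.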
# HT1080NT lethal: kills 2HG-producing HT-1080-NT fibrosarcoma cells. hit rate 1.6% among 360,000. HT-1080-NT fibrosarcoma viability, CellTiter-Glo ATP luminescence, 48 h. Potency, µM (doses to about 46.1 µM), inactives show at the top dose activity, negative = less viability, actives largely listed as cytotoxic;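 further: NT is the 2HG producing partner of a matched IDH1 knockdown line; potency means the concentration at half of the fitted maximal effect; 0% = DMSO-treated cells and -100% = media-only wells without cells; nearly all actives have a fitted effect of over 55% in size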
#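 Fibrosarcoma NT cells, 750 per well in 5% FBS RPMI, were exposed to compound for 48 hours. Viability: CellTiter-Glo luminescence.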
# KB-3-1 cytotox: KB-3-1 parental cell cytotoxicity; KB-3-1 viability, CellTiter-Glo ATP luminescence, 72 h; Potency, µM (highest dose often 46.1 µM), without a hit: at the top dose activity change, negative = cytotoxic, actives largely listed as cytotoxic; hit rate 1.4% among 400,000; further: potency means the concentration at half of the fitted maximal effect; on the % scale 0 is the no-effect control and ±100 the full control effect; nearly all actives have a fitted effect of over 60% in size
#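 Cytotoxicity in the drug-sensitive parental line KB-3-1 was scored as loss of CellTiter-Glo luminescence following 72 h incubation with compound. Values come from curve fitting of normalized concentration-response data.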
# D3 ag: D3 dopamine receptor (human) agonism; hit rate 0.58% among 410,000; D3R DiscoveRx beta-arrestin cells, luminescence, 90 min; max activation, %; AID 652048; in the data active means max activation above about 30%; further: 0% is about no effect; mostly tested at two doses, the higher about 12 µM
# Target sequence (P35462 whole entry, looked up): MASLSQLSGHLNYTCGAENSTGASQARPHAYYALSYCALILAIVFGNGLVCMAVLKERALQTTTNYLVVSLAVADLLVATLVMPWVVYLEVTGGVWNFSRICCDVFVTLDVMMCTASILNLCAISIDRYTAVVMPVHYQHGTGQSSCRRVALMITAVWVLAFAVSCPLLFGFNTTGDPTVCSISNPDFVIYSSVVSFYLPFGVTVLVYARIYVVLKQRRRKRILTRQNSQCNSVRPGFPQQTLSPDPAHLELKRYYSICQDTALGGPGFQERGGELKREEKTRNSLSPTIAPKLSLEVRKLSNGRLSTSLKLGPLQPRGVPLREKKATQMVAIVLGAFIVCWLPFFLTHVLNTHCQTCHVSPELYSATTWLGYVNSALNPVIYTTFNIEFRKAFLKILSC
#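 Agonist-mode cell screen: cells plated at 1500/well and incubated overnight at 37 °C, then exposed to library compounds for 90 min at 37 °C. Detection reagent was added for 30–60 min at room temperature, and luminescence was read.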
# SW480 rereplic: DNA re-replication induction in SW480 cells | Potency, µM (doses to about 46.1 µM), for inactives: at the top dose re-replication activation, actives largely listed as activators | hit rate 1.8% among 340,000 | AID 624297 | SW480 DNA re-replication, Hoechst DNA content imaging, 48 h; further: potency means the concentration at half of the fitted maximal effect; % of control where 0% means no effect; nearly all actives have a fitted effect of over 55% in size
#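 250 cells/well; 23 nL cpd via pin tool; 48 hr, 37 C, 5% CO2; Hoechst 40 min; imager read of total nuclear intensity, ex 405/em 500-530 nm.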
# MCF10A rereplic: induces DNA re-replication in MCF 10a normal breast cells | MCF 10A DNA re-replication, Hoechst nuclear intensity, 48 h | Potency, µM (doses to about 46.1 µM), without a hit: top-dose activity, positive = re-replication, hits mostly activators | hit rate 2.9% among 350,000; further: potency means the concentration at half of the fitted maximal effect; % of control where 0% means no effect; nearly all actives have a fitted effect of over 50% in size
# HT1080 IDH1KD tx: HT-1080 IDH1 knockdown cell toxicity (counter line). HT-1080 IDH1 knockdown viability, ATP luminescence, 48 h. AID 686971. Potency, µM (series often up to 46.1 µM), for inactives: top-dose activity, negative = toxicity, usual class: cytotoxic. hit rate 2% among 360,000;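 further: potency means the concentration at half of the fitted maximal effect; 0% = DMSO wells and -100% = cell-free medium wells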
#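 HT-1080-IDH1KD cells (IDH1 knocked down), 750/well in RPMI with 5% FBS, treated with compound 48 h at 37 degrees C. Viability by CellTiter-Glo luminescence, normalised to DMSO and no-cell wells; concentration-response curves classed.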
# KB-V1 MDR tox: kills drug-selected multidrug resistant KB-V1 cells; KB-V1 MDR cells viability, CellTiter-Glo, 72 h; Potency, µM (doses to about 46.1 µM), for the others: at the highest dose activity change, negative = cytotoxicity, actives largely listed as cytotoxic; hit rate 3.4% among 400,000; AID 1347076; further: potency means the concentration at half of the fitted maximal effect; on the % scale 0 is the no-effect control and ±100 the full control effect; nearly all actives have a fitted effect of over 60% in size
#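 qHTS viability screen in drug-selected KB-V1 MDR cells: 72 h compound treatment at 37 degrees C, ATP luminescence end point.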
# IL1B secr inh: inflammasome signaling inhibition, IL-1 beta readout | AID 743279 | THP-1 LPS/ATP IL-1B secretion, AlphaLISA, 16 h; hits give low values | hit rate 4.7% among 360,000 | activity change, % at 57.5 µM; in the data active means activity change below about -50%; inconclusive means mostly about -30% to -49%; further: on the % scale 0 is the no-effect control and ±100 the full control effect
#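 THP-1 cells pretreated 1 hr with compounds (up to 57.5 uM final), then stimulated with LPS (250 ng/mL final) plus ATP (1.25 mM final); secreted IL-1B measured by AlphaLISA after 16 hr, decreased signal indicating inhibition.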
# Starred values were filed as active, the others as inactive; ? = inconclusive; . = not tested or not shown; & = joins results of further samples; [ ] = remark or other dose. Unless noted, the call rests on the fitted dose curve; in most records, active means well fitted curve in the direction sought with a large enough effect; inconclusive means small, poorly fitted or top-dose-only effect, or another doubt; inactive means no such curve, though single readings can be large; an effect the other way counts as inactive or inconclusive.
SMILES,HEK293 tox,HT1080NT lethal,KB-3-1 cytotox,D3 ag,SW480 rereplic,MCF10A rereplic,HT1080 IDH1KD tx,KB-V1 MDR tox,IL1B secr inh
CC1(C(=O)NS(=O)(=O)C2CC2)CCN(C(=O)c2ccc(F)c(Cl)c2)C1 (stereo unspecified),1%,17%,0%,-14,.,.,24%,12%,1
Cc1cnc(C(=O)Nc2ccc(C(=O)N3CCCCC3)cc2)cn1,-5%,11%,18%,-4,-3%,-4%,12%,28%,16
COc1ccc(-c2cn3cc(Cl)ccc3n2)cc1OC,8%,-5%,-4%,-1,4%,18%,-5%,16µM*,22
CCCCC(C)n1[nH]c(=O)cc1N (stereo unspecified),-12%,25%,18%,4,1%,6%,11%,13%,17
CC12CCC(C/C1=N/O)C2(C)C (stereo unspecified),1%,3%,0%,0,?,8%,4%,0%,-7
CCOC(=O)C1=C(COc2ccccc2)NC(=O)NC1c1ccc(Br)cc1 (stereo unspecified),0%,9%,-24%,7,-21%,1%,0%,6%,?
CCCn1c(=O)c(C(=O)NCc2ccc(OC)c(OC)c2)c(O)c2ccccc21,1%,-16%,4%,10,-2%,-9%,-15%,-19%,6
COc1ccc(-c2cc(C(=O)Nc3c(C)n(C)n(-c4ccccc4)c3=O)no2)cc1,10%&26%,2%,-6%&-1%,-13&6,-68%[inhibitor],9%,18%,-10%&0%,-21
COC(=O)c1c(NC(=O)CN2C(=O)NC(CCc3ccccc3)C2=O)sc2c1CCCCC2 (stereo unspecified),-2%,?,-7%,-1,0%,13%,-23%,1%,-15
Cc1cc(NS(=O)(=O)c2ccc(NC(=O)CCCOc3ccccc3)cc2)no1,9%,0%,7%,-1,0%,3%,22%,5%,13
Cn1c(=O)c2cc(NC(=O)CCc3ccccc3)ccc2n1-c1ccccc1F,?,?,?,-14,.,.,7.3µM*,-22%,40
Cc1nnnn1/C(=C\c1ccccc1)C(=O)OCC(=O)N(C)C1CCS(=O)(=O)C1 (stereo unspecified),13%,25%,0%,-13,?,-3%,18%,21%,?
CC(=O)Nc1cccc(Oc2nc(NCCN(C)C)nc3ccsc23)c1,6%,-15%,0%,-24,.,.,-15%,4%,-16
O=C(NC1CCCCC1)C(c1ccco1)N(Cc1cccnc1)C(=O)C1COc2ccccc2O1 (stereo unspecified),-29%,-16%,-2%,-9,-8%,1%,-14%[9.24 µM],-12%,?
CN(C(=O)c1cccc(NC(=O)Cc2cccc(NC(=O)C3CCCN(C(=O)C4CCC4)C3)c2)c1)C1CCC1 (stereo unspecified),-19%,0%,3%,-8,2%,21%,3%,-12%,7
O=C(NCc1ccco1)c1cnn2c1NC(c1ccccc1)CC2C(F)(F)F (stereo unspecified),6%,-12%,-5%,-10,-1%,2%,-14%,-19%,-10
C=CCn1c(O)c(N=NC(=O)C(O)c2ccccc2)c2ccccc21 (stereo unspecified),5%,6%,1%,-7,-6%,3%,9%,-13%,?
O=C1/C(=C/c2cccnc2)SC(=S)N1Cc1ccco1,?,-18%,13µM*,-9,?,?,?,21µM*,-97*
Cc1ccccc1NC(=O)Cn1c(=O)n(CCc2ccccc2)c(=O)c2sc3ccccc3c21,8%,.,-5%,-19,.,.,.,-2%,.
CCN(CC)S(=O)(=O)N1CCC(C(=O)NCCN2CCOCC2)CC1,2%,4%,-2%,13,-18%,17%,16%,-2%,0
O=C(COc1ccc(Br)cc1Cl)NC(=O)NCc1ccccc1,-20%,5%,3%,-7,-2%,1%,-9%,3%,-9
Cc1ncoc1C(=O)Nc1cccc(Cl)c1C,-8%,0%[9.24 µM],20%,-8,-7%,0%,7%,11%,-2
Cc1ccc(NC(=O)CCC(=O)N2Cc3ccccc3Oc3ncccc32)cc1F,-5%,.,-3%,1,.,.,.,-10%,.
CC1CN(S(=O)(=O)c2cccc(C(=O)NCc3ccco3)c2)CC(C)O1 (stereo unspecified),-20%,-4%,-17%,0,-21%,5%,4%,-19%,-5

# Nine entries from above, with tabs:
SMILES	HEK293 tox	HT1080NT lethal	KB-3-1 cytotox	D3 ag	SW480 rereplic	MCF10A rereplic	HT1080 IDH1KD tx	KB-V1 MDR tox	IL1B secr inh
O=C(NCc1ccco1)c1cnn2c1NC(c1ccccc1)CC2C(F)(F)F (stereo unspecified)	6%	-12%	-5%	-10	-1%	2%	-14%	-19%	-10
C=CCn1c(O)c(N=NC(=O)C(O)c2ccccc2)c2ccccc21 (stereo unspecified)	5%	6%	1%	-7	-6%	3%	9%	-13%	?
O=C1/C(=C/c2cccnc2)SC(=S)N1Cc1ccco1	?	-18%	13µM*	-9	?	?	?	21µM*	-97*
Cc1ccccc1NC(=O)Cn1c(=O)n(CCc2ccccc2)c(=O)c2sc3ccccc3c21	8%	.	-5%	-19	.	.	.	-2%	.
CCN(CC)S(=O)(=O)N1CCC(C(=O)NCCN2CCOCC2)CC1	2%	4%	-2%	13	-18%	17%	16%	-2%	0
O=C(COc1ccc(Br)cc1Cl)NC(=O)NCc1ccccc1	-20%	5%	3%	-7	-2%	1%	-9%	3%	-9
Cc1ncoc1C(=O)Nc1cccc(Cl)c1C	-8%	0%[9.24 µM]	20%	-8	-7%	0%	7%	11%	-2
Cc1ccc(NC(=O)CCC(=O)N2Cc3ccccc3Oc3ncccc32)cc1F	-5%	.	-3%	1	.	.	.	-10%	.
CC1CN(S(=O)(=O)c2cccc(C(=O)NCc3ccco3)c2)CC(C)O1 (stereo unspecified)	-20%	-4%	-17%	0	-21%	5%	4%	-19%	-5

# (cont.)
SMILES,HEK293 tox,HT1080NT lethal,KB-3-1 cytotox,D3 ag,SW480 rereplic,MCF10A rereplic,HT1080 IDH1KD tx,KB-V1 MDR tox,IL1B secr inh
CCOC(=O)N=Nc1c(O)n(C)c2ccccc12,-5%,17%,3%,4,-3%,-1%,20%,-7%,-6
COC(=O)c1ccsc1NC(=O)c1ccc(Cl)s1,6%,-2%,-10%,-4,-1%,-1%,-1%,-16%,21
Cc1ccccc1NC(=O)Cn1cc(C(=O)c2ccco2)c2ccccc21,-10%,.,-16%,-8,.,.,.,-10%,.
Nc1cc(C(=O)OCC(=O)N2CCOCC2)ccc1Cl,-4%,6%,18%,-2,-13%,0%,3%,0%,0
CS(=O)(=O)N(CC(=O)Nc1ccccc1Cl)c1ccc(Cl)cc1,-3%,-23%,-11%,-4,0%,3%,-11%,?,-12
O=C(N/N=C(\Cc1ncc[nH]1)c1ccccc1)c1cccnc1,-4%,?,?,3,?,?,?,?,101
c1cc(-c2nnc3sc(C4CCCCC4)nn23)ccn1,-11%,0%,-10%,2,-1%,-2%,-1%,?,-19
Cc1ccc(NC(NC(=O)c2cccs2)C(Cl)(Cl)Cl)cc1C (stereo unspecified),-25%,-23%,1%,-7,26%,?,?,?,?
Cc1ccc(NC(=O)N2CCOCC2)cc1NC(=O)N1CCOCC1,-18%,4%,12%,8,.,.,15%,9%,3
COc1cc(O)ccc1C1CC(=O)Nc2c1c(=O)nc(SCc1ccccc1C)n2C (stereo unspecified),1%,.,1%,-9,.,.,.,-9%,.
CCN(C(=O)c1c(-c2ccccc2)noc1C)c1ccccc1,-9%,-1%,-25%,3,-3%,2%,2%,?,19
Cc1nc(C(F)(F)F)c(C(=O)O)cc1-c1nc(-c2ccccc2)cs1,3%,9%,11%,-5,-5%,-14%,0%,?,1
Nc1ccccc1/C=N\N=C/c1ccccc1N,-19%,?,2%,-2,20%,10%,-29%,23%,0
CCCCn1c(SCC(=O)c2c(N)n(C3CC3)c(=O)[nH]c2=O)nc2cc(S(N)(=O)=O)ccc21,-6%,-2%,13%,-6,-1%,4%,2%,29%,-12
COc1ccc(-c2cnc(SCC(=O)Nc3cc(C)on3)n2Cc2ccco2)cc1,10%,-9%,4%,-7,-1%,21%,-20%,-2%,-13
CCOc1ccc(OCCN2CCCCC2)cc1,-8%,13%,-7%,-8,-1%,19%,5%,?,0
Cc1oc(-c2cccc(Cl)c2)nc1CN1CCC(C(=O)NCc2ccco2)CC1,?,-21%,?,-7,1%,8%,-11%,6%,-20
CCS(=O)(=O)N1Cc2ccccc2CC1C(=O)Nc1nnc(SCc2ccc(C#N)cc2)s1 (stereo unspecified),4%,-16%,0%,1,?,?,-9%,?,14
O=C(Cc1cccc(NC(=O)C2CCN(C(=O)c3ccccc3)CC2)c1)Nc1cccc(C(=O)N2CCCCC2)c1,-2%,27%,-1%,-16,1%[9.22 µM],-2%,6%,3%,-12
Cc1ccccc1NC(=O)c1cccc(C(=O)Nc2ccccc2C)c1,4%,0%,6%,4,-35%[inhibitor],-22%,-20%,?,.
O=C(CN(Cc1ccccc1)C(=O)CNS(=O)(=O)c1ccccc1)NCc1ccco1,-6%,7%,-4%,28,-5%,-1%,6%,-10%,12
CCc1cc(/C(Cc2cscn2)=N\O)c(O)cc1O,-9%,-4%,2%,-1,-3%[9.22 µM],5%,-7%,2%,31
CCNC(=O)CN(c1ccc(Cl)cc1)S(=O)(=O)c1ccccc1,3%,-10%,2%,0,19%,2%,-25%,-73%,95
Cc1c(C(=O)N2CCN(C/C=C/c3ccccc3)CC2)oc2c(F)cccc12,-16%,-1%,-10%,4,-4%,11%,4%,16µM*,-4
Cc1ccc2oc(=O)n(CC(=O)N3CCOCC3)c2c1,-5%,-1%,-2%,6,34%,-4%,1%,1%,12
COc1ccc(/C=N/NC(=O)c2cccc(NC(=O)c3ccccc3)c2)c(C(=O)O)c1OC,-2%,10%,5%,1,-74%[inhibitor],-36%[inhibitor],11%,-5%,30
